HBB splice mod – modulators of hemoglobin beta chain splicing; HBB splicing reporter cell assay, activation; EGFP reporter with mutant IVS2-654 intron; response scale: normalised to 500 nM splice-correcting PNA; Potency, µM (doses to about 46.1 µM), inactives show at the highest dose activation, hits mostly activators; hit rate 0.06% among 65,000; AID 925; further: potency means the concentration at half of the fitted maximal effect; 0% is about no effect
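HeLa cells stably expressing EGFP interrupted by mutant beta-globin intron 2 (IVS2-654), 500/well in 2% FCS. Treated with compound for 2 days at 37C. Splicing correction scored as total well GFP intensity (488 nm excitation, 500-520 nm emission); 500 nM antisense PNA served as control.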
A350 autofl – A350 region autofluorescence; Compound autofluorescence, 340/450 nm, Alexa 350 dye-equivalents; active compounds read high; max dye-equivalent concentration, M; hit rate 11% among 59,000; in the data active means max dye-equivalent concentration above about 10 nM; inconclusive means mostly about 1.1 nM to 9.6 nM
Epigenetic mod – derepresses silenced GFP locus in mouse C127i cells. Potency, µM (series often up to 46.1 µM), for the others: at the top dose GFP derepression (activation). hit rate 0.09% among 68,000. mouse C127i GFP locus derepression, cytometry, 30 h; further: % of control where 0% means no effect
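Derepression screen: silenced CMV-GFP reporter in murine C127i cells, 30 h compound incubation at 37 C, washed cells imaged by laser-scanning cytometer to enumerate GFP-expressing objects of 20 to 120 um.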
15-hLO inh – inhibitors of human 15-lipoxygenase (ALOX15); AID 887; Potency, µM (series often up to 57.1 µM), inactives show at the top dose activity change, negative = inhibition, hits mostly inhibitors; P16050; hit rate 1.4% among 74,000; purified 15hLO-1, xylenol orange hydroperoxide absorbance; further: potency means the concentration at half of the fitted maximal effect; on the % scale 0 is the no-effect control and ±100 the full control effect; nearly all actives have a fitted effect of over 55% in size
Target sequence (P16050 whole entry, looked up): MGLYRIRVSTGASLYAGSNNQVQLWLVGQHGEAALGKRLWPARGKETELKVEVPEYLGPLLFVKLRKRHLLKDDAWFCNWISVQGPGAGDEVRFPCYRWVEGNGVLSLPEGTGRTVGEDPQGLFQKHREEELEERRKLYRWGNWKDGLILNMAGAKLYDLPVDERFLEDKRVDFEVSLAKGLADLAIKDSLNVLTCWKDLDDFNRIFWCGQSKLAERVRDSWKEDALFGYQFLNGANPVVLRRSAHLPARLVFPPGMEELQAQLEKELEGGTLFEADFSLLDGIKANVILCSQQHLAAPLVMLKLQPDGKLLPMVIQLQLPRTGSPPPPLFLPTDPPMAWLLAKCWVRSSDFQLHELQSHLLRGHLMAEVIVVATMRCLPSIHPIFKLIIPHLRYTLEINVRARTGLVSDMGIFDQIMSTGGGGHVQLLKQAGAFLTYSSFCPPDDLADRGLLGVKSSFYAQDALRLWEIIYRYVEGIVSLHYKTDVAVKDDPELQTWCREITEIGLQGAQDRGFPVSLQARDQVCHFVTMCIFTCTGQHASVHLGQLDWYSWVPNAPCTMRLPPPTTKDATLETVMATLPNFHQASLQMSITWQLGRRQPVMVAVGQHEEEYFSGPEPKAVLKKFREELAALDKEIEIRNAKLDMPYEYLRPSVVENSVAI
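40 nM 15hLO-1 + cpd, 15 min RT; start w/ 50 uM AA (final), 6 min RT; stop/detect w/ 200 uM XO + 300 uM Fe(II) in 50 mM H2SO4, 30 min; A573/A405. Buffer 25 mM Hepes pH 7.5, 0.01% Triton X-100. No-enzyme wells as negative control.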
Ub-GFP proteasome – proteasome inhibitors stabilizing ubiquitin-GFP reporter. Ubiquitin-GFP reporter cells, proteasome inhibition, GFP fluorescence; response scale: untreated = 0%, 10 µM MG-132 = 100%. Potency, µM (series often up to 45.9 µM), for the others: top-dose activation (GFP accumulation), hits mostly activators. 67,000 tested, under 10 active. AID 526; active means well fitted activation curve with a large enough effect, not every such curve was filed as active; inconclusive means small, poorly fitted or top-dose-only effect, or another doubt; inactive means no such curve, though single readings can be large or run the other way; further: potency means the concentration at half of the fitted maximal effect
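U2OS cells expressing ubiquitin(G76V)-GFP, seeded overnight in 0.5% FBS medium, then treated 4 hr at 37 C across 46 uM to 2.9 nM. GFP-positive cells counted by laser cytometry (488 ex/515 em); %activity scaled between basal and 10 uM MG-132.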
Hsp90 Hop PPI – changes Hsp90-Hop TPR2A binding signal, up or down. AlphaScreen TPR2A-His6 binding biotin-Hsp90 C-terminal peptide. Potency, µM (highest dose often 57 µM), inactives show top-dose activity change, negative = inhibition. hit rate 0.44% among 71,000. AID 595; active means well fitted curve in either direction with a large enough effect; inconclusive means small, poorly fitted or top-dose-only effect, or another doubt; further: potency means the concentration at half of the fitted maximal effect; on the % scale 0 is the no-effect control and ±100 the full control effect; many of its hits are not listed in these tables
DNA Pol III inh – blocks replication by bacterial DNA polymerase III holoenzyme; reconstituted DNA polymerase III holoenzyme replication, biochemical; Potency, µM (highest dose often 57.1 µM), inactives show at the top dose activity change, negative = inhibition; hit rate 0.25% among 71,000; further: potency means the concentration at half of the fitted maximal effect; on the % scale 0 is the no-effect control and ±100 the full control effect
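Reconstituted *E. coli* holoenzyme (0.35 nM Pol III, 1 nM beta, 154 nM SSB, 2 nM primase) was preincubated with compound for 15 min at RT. Synthesis on 1.4 nM ssM13Gori ran 35 min, then was stopped with PicoGreen/EDTA and read as dsDNA fluorescence.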
BRCT PPI red – BRCT-phosphoprotein interaction inhibition (red fluorophore) | P38398 | BRCT-phosphopeptide binding, red fluorescence polarization | Potency, µM (series often up to 76.9 µM), for inactives: at the top dose activity change, negative = inhibition, hits mostly inhibitors | hit rate 0.03% among 75,000; further: on the % scale 0 is the no-effect control and ±100 the full control effect
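Fluorescence polarization: 100 nM His-tagged BRCA1 BRCT with 100 nM TAMRA-labelled phospho-BACH1 decapeptide, phosphate buffer pH 7.3 with 150 mM NaCl, DTT, 0.01% Tween 20; 12 min RT. Binding inhibition seen as FP decrease.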
4MU fluor – 4-MU region autofluorescence; compound autofluorescence, 340/450 nm, 4-MU equivalents; active compounds read high; max dye-equivalent concentration, M; hit rate 11% among 59,000; AID 589; in the data active means max dye-equivalent concentration above about 10 nM; inconclusive means mostly about 1.1 nM to 9.6 nM
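Compounds in 100 mM Tris, pH 8.0, incubated 15 min at room temperature, then fluorescence read at 340 nm excitation/450 nm emission. Signal converted to 4-MU dye-equivalent concentration using an on-plate six-point 4-MU standard curve.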
CRE-bla Fsk – CRE-bla signaling modulation under forskolin stimulation; AID 662; CHO CRE-bla reporter (cAMP response element driving beta-lactamase), forskolin EC10, beta-lactamase ratio; hit rate 2.5% among 71,000; Potency, µM (series often up to 38.2 µM), for the others: at the highest dose activity change, negative = inhibition, hits mostly activators; active means well fitted activation curve with a large enough effect in the signal ratio, with a control signal flat, not every such curve was filed as active; inconclusive means small, poorly fitted or top-dose-only effect, or effect the other way, or a change in a side signal; the % refers to the signal ratio; further: potency means the concentration at half of the fitted maximal effect; % of control where 0% means no effect
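Beta-lactamase reporter under a cAMP responsive element in CHO cells; compounds tested in titration series against EC10 NKH 477, 3 h at 37 °C. Read-out: CCF4 FRET ratio 460nm/530nm (excitation 405nm) giving %Activity, fitted to AC50.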
BRCT inh green – blocks human BRCA1 BRCT binding to phosphopeptide, green readout; P38398; BRCA1 BRCT-phosphopeptide binding, green fluorescence polarization; Potency, µM (doses to about 76.9 µM), without a hit: at the top dose activity change, negative = inhibition, usual class: inhibitors; hit rate 0.05% among 75,000; AID 875;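 further: potency means the concentration at half of the fitted maximal effect; plate controls were peptide without protein for full effect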
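Compounds were incubated for 12 min at room temperature with a complex of 100 nM fluorescein-tagged pBACH1 decapeptide and 250 nM His-tagged BRCT protein. Buffer was phosphate pH 7.3 with EDTA, DTT and Tween 20. Disruption of binding lowers the polarization signal.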
* marks the source's active call; other numbers are inactive results; i = inactive; ? = inconclusive; . = not tested or not shown; ! = repeats disagree; [ ] = dose if it differs, or a comment. Unless noted, the call rests on the fitted dose curve; in most records, active means well fitted curve in the direction sought with a large enough effect; inconclusive means small, poorly fitted or top-dose-only effect, or another doubt; inactive means no such curve, though single readings can be large; an effect the other way counts as inactive or inconclusive. An unsorted share of the library; overall some 12% were active at least once.

SMILES | HBB splice mod | A350 autofl | Epigenetic mod | 15-hLO inh | Ub-GFP proteasome | Hsp90 Hop PPI | DNA Pol III inh | BRCT PPI red | 4MU fluor | CRE-bla Fsk | BRCT inh green
Cc1cc(NC(=O)COC(=O)CSc2nc3cc(Cl)ccc3n2Cc2ccccc2)no1 | -2.5% | 5.68e-08M* | -2.6% | -5.6% | 2.6% | -5.2% | -6.1% | -0.1% | 4.6e-08M* | ? | -2.5%
COc1cccc(-c2cc(C(F)(F)F)n3ncc(C(=O)O)c3n2)c1 | . | ? | 0.5% | -28.2% | -4.3% | 50.2% | -4.6% | -1.7% | ? | 3.5% | -1.4%
CCCOC(=O)NC(CC)COC(=O)Nc1cccc(C)c1C (configuration not stated) | -2.9% | i | 0.0% | -1.2% | 4.8% | -12.3% | -5.0% | 0.4% | i | -6.3% | -2.5%
Cc1oc2ccc(OCC(N)=O)cc2c1C(=O)OC(C)C | -1.4% | i | 1.0% | -0.7% | ? | -4.7% | -3.3% | 0.2% | i | ? | 0.8%
O=C(O)COc1cccc(-c2ocnc2-c2nc(-c3ccccc3)c(-c3ccccc3)o2)c1 | . | . | 1.0% | -30.0%[25.6 µM] | 1.3% | 2.0% | 0.2% | 1.2% | . | ? | 4.2%
COC(=O)C1=C(C)N2C(=O)CSC2=NC1c1ccc2c(c1)OCO2 (configuration not stated) | 0.1% | . | 0.9% | -6.1% | -6.5% | -1.7% | 2.5% | 0.3% | . | 3.6% | -0.2%
Cc1ccc(C2CC(c3cccc(C)c3)n3nc(N)nc3N2)cc1 (configuration not stated) | 0.9% | . | . | 12.0% | 5.7% | -2.6%[2.3 µM] | -2.6% | -1.3% | . | -0.2% | -1.2%
COCCn1c(=O)c(-c2ccc(OC)cc2)nc2cnc(N3CCN(C)CC3)nc21 | 0.9% | 1.33e-08M* | 2.7%[9.22 µM] | -5.6% | -4.0% | -3.4% | -6.8% | 0.1% | 1.03e-08M* | ? | -0.5%
COc1cccc(C2CC(c3ccc(C(C)C)cc3)n3nc(N)nc3N2)c1 (configuration not stated) | 0.2% | . | 11.6% | 12.8% | -3.1% | -2.6% | 0.2% | 0.1% | . | 0.5% | -1.2%
Cc1nnc(C)n1/N=C/c1cccc(Oc2ccccc2)c1 | -0.9% | i | 1.8% | 24.5% | -11.5% | 0.9% | -1.8% | 0.3% | i | 12.4% | 2.4%
O=C(NC1CCCC1)C(c1ccc(N2CCOCC2)cc1)N(Cc1ccco1)C(=O)c1ccco1 (configuration not stated) | -0.2%[57.5 µM] | i | 7.9% | 2.9% | -2.1% | -4.3% | -5.5% | 1.1% | i | -4.9% | -0.9%
COc1ccc(OC)c(S(=O)(=O)N2c3ccccc3CC2C)c1 (configuration not stated) | -0.2% | i | 2.1% | -6.0% | 1.8% | 4.1% | -2.3% | -1.8% | i | 1.2% | 0.9%
C=CCSc1nnc(NC(=O)c2cccc(S(=O)(=O)N3CCOCC3)c2)s1 | 0.4% | i | -2.1% | 0.7% | -2.6% | -1.1% | -4.9% | 0.0% | i | -8.8% | -2.4%
COc1ccc(C)cc1NC(=O)c1cnc2sccn2c1=O | -0.8% | . | . | -1.2% | 7.8% | -1.1% | -15.5% | -1.9% | . | ? | -2.1%
O=C(CCC1CCCCC1)Nc1c2c(nn1-c1ccc(F)cc1)CS(=O)C2 (configuration not stated) | -0.1% | i | 2.3% | 1.0% | -3.7% | -4.9% | 1.4% | 1.7% | i | 0.9% | -1.7%
O=S(=O)(CC(CN1CCCC1)N1CCCC1)c1ccc2ccccc2c1 (configuration not stated) | 0.0% | i | 0.0% | -7.2% | 11.0% | -6.3% | -8.1% | 0.8% | i | ? | 2.5%
COc1ccc(OC)c(S(=O)(=O)N2CCC(C(=O)N3CCN(Cc4ccccc4)CC3)CC2)c1 | 2.3% | i | 3.7% | -1.6% | -1.8% | -4.9% | -3.9% | 0.0% | i | -6.7% | -3.8%
COCCn1nnnc1C(c1cccs1)N1CCN(c2nc3ccccc3s2)CC1 (configuration not stated) | -2.0% | i | 0.0% | -6.9% | -3.8% | -1.1% | 0.2% | -0.4% | i | ? | -3.1%
COc1ccc2[nH]cc(CCNc3ncncc3-c3c(C)noc3C)c2c1 | -0.6% | i | -2.9%[9.22 µM] | 4.1% | 4.6% | -1.1% | 5.2% | -0.5% | i | 11.3% | -1.7%
CCCC(=O)Nc1cc(C)c2c(=O)oc3ccccc3c2n1 | -0.2% | . | . | 4.4% | 1.1% | -2.2% | -2.7% | -1.1% | . | ? | -2.2%
O=C(c1ccccc1)c1cccn1CC(=O)N1CCN(c2ccccc2)CC1 | 0.0% | i | -1.2% | -0.5% | 4.4% | 1.6% | 5.6% | -1.2% | i | ? | 0.3%
CC(=O)Nc1ccc(S(=O)(=O)NC2=NCN(CCOC(=O)c3ccccc3)CN2)cc1 | -1.0% | . | 3.4% | 9.5% | -3.3% | 0.6% | -5.4% | -2.0% | . | -0.1% | 0.0%
N=c1nc(N)nc2n1NC(c1ccc(F)cc1)=CS2 | . | i | 1.2% | 9.0% | 5.2% | -8.1% | -5.3% | -0.3% | i | 25.6% | 0.6%
CCCCCCN(C(=O)CCCCCN1C(=O)NC(c2ccccc2-c2ccccc2)C(C(=O)OCc2ccccc2)=C1C)C(C(=O)NCCCC)c1ccc(OCC(=O)OC)c(C(=O)OC)c1 (configuration not stated) | -1.1% | . | . | -9.6% | . | -8.0% | 2.1% | -0.9% | . | ? | -0.4%
COc1cc(=O)n(C)c2c(OC[C@@H](O)C(C)(C)O)cccc12 | -0.6%[20.6 µM] | i | -1.2%[20.6 µM] | 14.3%[25.6 µM] | 6.6%[20.5 µM] | -2.4%[26 µM] | -3.6%[25.6 µM] | 0.1%[34.4 µM] | i | 25.1µM*! | -0.6%[34.4 µM]
O=C(COC(=O)c1ccccc1S(=O)(=O)N1CCCCC1)NCC(F)(F)F | -3.1% | i | 1.1% | -3.7% | -4.8% | 2.7% | -3.4% | -0.1% | i | 1.1% | -2.0%
Cc1ccc(-c2ccc(=O)n(CC(=O)Nc3cccc(C(=O)N4CCN(C)CC4)c3)n2)cc1 | 0.4% | i | 0.0% | -4.1% | -7.0% | -6.3% | -0.9% | -0.3% | i | ? | 0.4%
COc1ccccc1N(CC(=O)NC1CCCC1)C(=O)CCC(=O)Nc1cc(C)on1 | -6.9% | i | 1.0% | 12.3% | -0.8% | 0.0% | -0.5% | 0.3% | i | ? | 2.4%
COC(=O)Nc1ccc(Oc2ccccc2)cc1 | -1.1% | i | 0.0% | 2.8% | -2.4% | 2.0% | -5.4% | 0.2% | i | 5.8% | -0.8%
O=C(Oc1ccccc1)N1CCC2(CCCN(c3ccccc3)C2)CC1 | 3.2% | i | -0.1%[9.22 µM] | -18.2% | -1.7% | ? | -1.8% | 0.3% | i | ? | 3.8%
O=C(COc1ccccc1Cl)NC(=O)NC1CCCC1 | -0.9% | ? | 3.8% | -3.6% | 4.3% | ? | 2.3% | -0.7% | i | -4.5% | -2.1%
COC(=O)c1cc(-c2ccc(Br)cc2)on1 | -0.2% | . | . | -0.9% | 2.9% | -2.2%[2.3 µM] | -7.9% | 0.0% | . | -0.7% | -7.3%
COc1ccc(C(=O)N2CCC3(CC2)CCN(c2cccc(-c4ccccc4)c2)CC3)cc1 | 1.0% | i | -2.3%[9.22 µM] | -7.4% | -1.7% | -20.3% | 9.4% | 1.6% | i | -11.7% | 6.5%
O=C(O)CCC(=O)Nc1nnc(C(F)(F)F)s1 | -0.9% | i | 1.3% | 1.4% | 0.0% | -3.0% | -9.3% | -1.9% | i | 0.1% | -1.0%

Records above that bear a hit mark in CRE-bla Fsk.
Molecule,A350 autofl,Epigenetic mod,15-hLO inh,Hsp90 Hop PPI,DNA Pol III inh,BRCT PPI red,4MU fluor,CRE-bla Fsk,BRCT inh green
COc1cc(=O)n(C)c2c(OC[C@@H](O)C(C)(C)O)cccc12,i,-1.2%[20.6 µM],14.3%[25.6 µM],-2.4%[26 µM],-3.6%[25.6 µM],0.1%[34.4 µM],i,25.1µM*!,-0.6%[34.4 µM]

Compound activity deposited in PubChem by National Center for Advancing Translational Sciences (NCATS).
